Source: PubChem BioAssay
NPR1 activator – GC-A (human) enzyme activation | P16066 | HEK293 GC-A cells, cGMP TR-FRET, EC30 ANP; 0% at EC30 ANP, 100% saturating ANP | activation, % at 10 µM | hit rate 0.14% among 370,000 | AID 1671463; in the data active means activation above about 40%
NPR2 activator – GC-B (human) receptor activation. hit rate 0.11% among 370,000. HEK293-GC-B cells, CNP EC30, cGMP TR-FRET; 0% at EC30 CNP, 100% saturating CNP. P20594. activation, % at 10 µM;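 active means activation at 10 µM reaching about 35% in either raw or pattern-adjusted values, limit read from the data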
SIAE inh – human SIAE inhibition, primary screen | Q9HAT2 | SIAE FP-Rh probe binding, fluorescence polarization | inhibition, % at 9.66 µM | hit rate 0.69% among 370,000;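 active means inhibition above a cutoff: mean of compounds within the control limits plus 3 SD of those, cut at about 17% in these data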;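 further: 0% = plate median of compound wells and 100% = probe without SIAE protein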
TCR-CD3 inh – inhibitors of human TCR-CD3 interaction; TAMRA-labeled TCR probe fluorescence, biochemical; inhibition, % at 9.4 µM; hit rate 0.37% among 360,000; AID 651800; in the data active means inhibition above about 19%;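 further: recombinant mutant TCR 2C K166C tagged with TAMRA read by polarization; 0% = receptor in buffer alone and 100% = receptor with positive control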
UHRF1 binding – human UHRF1 methylated DNA binding inhibitors; hit rate 0.75% among 370,000; UHRF1 binding to methylated oligo, TR-FRET; Q96T88; inhibition, % at 4.4 µM; in the data active means inhibition above about 21%;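 further: UHRF1 SRA domain binding a hemimethylated CpG hairpin DNA probe; 0% = median of test compound wells and 100% = reference inhibitor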
mABHD4 FP – ABHD4 (mouse) inhibition, primary FP screen. Q8VD66. purified mABHD4, FP-Rh probe fluorescence polarization. inhibition, % at 8.92 µM. hit rate 0.54% among 370,000;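 active means inhibition exceeding the mean over every tested compound plus 3 SD, cut at about 30% in these data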;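 further: 0% = plate median of compound wells and 100% = S159A mutant with DMSO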
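Test system: mABHD4 protein | Buffer or medium: HEPES pH 7.0 buffer, 150 mM NaCl, 0.01% Pluronic F-127 | Probe or stimulus: FP-Rh fluorescent activity-based probe, added after compound pre-incubation | Timing: Pre-incubation 45 min, probe exposure 60 min, at 25 °C | Technique: Fluorescence polarization, excitation 525 nm, emission 598 nm, BODIPY TMR filters | Repeats: Single well per compound (singlicate)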
HTRA1 inh – inhibitors of human serine peptidase HTRA1 | recombinant HTRA1, FP-rhodamine activity-based probe, fluorescence polarization | Q92743 | hit rate 0.5% among 340,000 | inhibition, % at 5.96 µM; in the data active means inhibition above about 36%;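 further: 0% = enzyme with DMSO and 100% = wells lacking enzyme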
Target sequence (Q92743 whole entry, looked up): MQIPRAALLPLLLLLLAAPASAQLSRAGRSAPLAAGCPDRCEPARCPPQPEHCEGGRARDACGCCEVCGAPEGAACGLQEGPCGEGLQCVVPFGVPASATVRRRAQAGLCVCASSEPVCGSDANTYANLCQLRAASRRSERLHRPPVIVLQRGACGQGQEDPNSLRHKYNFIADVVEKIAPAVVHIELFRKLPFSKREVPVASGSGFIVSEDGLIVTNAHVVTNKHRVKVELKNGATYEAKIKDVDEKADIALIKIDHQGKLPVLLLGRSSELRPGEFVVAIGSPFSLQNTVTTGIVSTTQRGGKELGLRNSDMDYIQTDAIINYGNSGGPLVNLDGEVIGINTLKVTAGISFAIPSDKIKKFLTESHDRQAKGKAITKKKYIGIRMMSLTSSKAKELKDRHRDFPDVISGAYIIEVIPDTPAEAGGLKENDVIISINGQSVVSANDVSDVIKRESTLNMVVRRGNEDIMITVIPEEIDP
rCAG RNA binder – binds r(CAG) RNA repeats. r(CAG) RNA repeat, TO-PRO-1 dye displacement fluorescence. inhibition, % at 3 µM. hit rate 1.3% among 370,000;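 active means inhibition above the plate cutoff, the mean of all test compounds on that plate plus 3 SD, cut at about 35% in these data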;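 further: 0% = DMSO alone and 100% = 100 µM mitoxantrone as full dye displacement; higher means more dye released from RNA so lower well fluorescence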
MBD2 inh – blocks human MBD2 binding to methylated DNA; Q9UBB5; TR-FRET, MBD2 binding to methylated oligonucleotide; inhibition, % at 4.4 µM; hit rate 0.31% among 370,000; AID 686964; in the data active means inhibition above about 13%
PRMT1 inh – PRMT1 (human) inhibition, primary screen | hit rate 1.3% among 370,000 | inhibition, % at 2.79 µM | Q99873 | AID 652257 | recombinant PRMT1, activity-based probe fluorescence polarization;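 active means inhibition above about 21% made by adding two undisclosed values, limit read from the data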
Target sequence (Q99873 whole entry, looked up): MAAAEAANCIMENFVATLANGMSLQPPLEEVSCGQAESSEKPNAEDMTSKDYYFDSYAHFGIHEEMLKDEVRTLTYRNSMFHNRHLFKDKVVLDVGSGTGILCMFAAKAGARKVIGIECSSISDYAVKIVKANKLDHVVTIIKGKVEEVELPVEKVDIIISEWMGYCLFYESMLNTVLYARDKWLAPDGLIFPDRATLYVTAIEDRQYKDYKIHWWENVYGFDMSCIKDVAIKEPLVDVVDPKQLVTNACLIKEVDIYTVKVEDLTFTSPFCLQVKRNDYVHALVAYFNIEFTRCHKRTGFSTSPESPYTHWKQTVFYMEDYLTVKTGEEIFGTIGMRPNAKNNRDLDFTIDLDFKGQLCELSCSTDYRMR
Active calls of the source: *; · = not tested or not shown; & = joins results of further samples. Only part of the results is shown. The share of hits here may be higher or lower than overall.

SMILES	NPR1 activator	NPR2 activator	SIAE inh	TCR-CD3 inh	UHRF1 binding	mABHD4 FP	HTRA1 inh	rCAG RNA binder	MBD2 inh	PRMT1 inh
CCOC(=O)c1cnc2c(C)cccc2c1NCCCN1CCOCC1	21	1	-6	1	8	-2	1	-9	9	3
CCCCCc1ccc(OCCCC[n+]2ccc(C)cc2)c(CCCCC)c1	12	2	7	7	-1	30*	24	0	3	-2
C[C@@H]1CN([C@@H](C)CO)C(=O)CCCn2nncc2CO[C@H]1CN(C)C(=O)Nc1ccc(-c2cccs2)cc1	4	1	1	5	-2	-2	1	2	-4	-3
CCCOc1ccc(C2C(C(=O)c3cc4ccccc4o3)=C(O)C(=O)N2c2cc(C)on2)cc1 (stereo not given)	10	-1	0	-6	1	3	-16	31	2	4
CSc1ccc(CN(C)CCc2ccccn2)cc1	-4	-1	-4	-6	2	13	-1	-4	1	4
O=C(NCC(=O)N(Cc1ccccc1)C(C(=O)NC1CCCC1)c1ccncc1)c1ccco1 (stereo not given)	-3	3	3	0	-3	-3	0	2	1	-1
Cc1cc(C(=O)N(CCC#N)Cc2cccs2)no1	-2	3	3	2	-1	5	-5	0	1	-3
COc1ccc(-n2nc(C(=O)NCC(=O)N3CCN(c4ccccn4)CC3)c3ccccc3c2=O)cc1	3	-1	-7	0	2	-3	2	-6	-3	1
CCOc1ccc(/C=C(\C#N)C(=O)Nc2cccnc2)cc1	-1	-6	1	5	2	3	7	-2	-1	-4
COc1cccc(CN(C)C(=O)c2ccccc2Sc2ccccc2C#N)c1OC	-1	-7	1	3	1	-3	-3	-7	2	4
Cc1onc(-c2ccc(Cl)cc2)c1-c1ccnn1S(=O)(=O)c1cccc(C(F)(F)F)c1	-4	-1	-13	5	-3	-3	·	0	4	-1
CCOc1ccc(S(=O)(=O)N(CC(=O)NCc2cccnc2)c2ccc(F)cc2)cc1	2	6	-5	3	0	1	1	0	-5	0
CCCCc1ccc(NC(=O)CSc2nc(=O)n(CCN(CC)CC)c3c2CCC3)cc1	-2	5	-5	8	-2	2	-9	-11	-6	-1
O=C(NCCN1CCC(n2c(=O)[nH]c3ccccc32)CC1)c1ccc(F)cc1	-3	-2	3	-1	-4	3	·	0	3	0
CN(C)c1ccc(N=Cc2cccn2C)cc1	-11	-8	15	14	3	35*	42*	13	-14	10
CCn1nc(C)c(NC(=O)c2cnn3c(C(F)F)cc(-c4ccccc4)nc23)c1C	9	7	-9	0	-2	-2	-5	-10	-1	-2
CCCOc1ccc(C(=O)CCC(=O)OCC(=O)Nc2ccc(OCC)cc2)cc1	-4	-1	1	3	1	3	·	0	1	0
COCCOC(=O)C1=C(C)NC(=O)N(C(C)=O)C1c1ccc(Cl)cc1 (stereo not given)	-10	-5	4	3	-4	0	-3	-4	-4	-1
O=S(=O)(Nc1ccc(N2CCCCC2)cc1)c1ccc(F)c(F)c1	2	-9	5	-5	-2	-2	0	6	3	3
COc1cc(NC(=O)CSc2ccc(-c3cccnc3)nn2)cc(OC)c1	-10	2	0	0	-1	0	-9	-2	-1	-1
COC(=O)C1(Cc2ccc3c(c2)CCC3)Cc2ccc3c(c2C1=O)CCC3 (stereo not given)	-14	0	1	0	0	3	0	1	-6	1
CN(C)C(=N)c1n[nH]nc1SCc1ccccc1	-3	4	-17	3	2	7	5	0	-3	6
C[C@]12CC[C@@H]3c4ccc(O)cc4C(=O)C[C@H]3[C@@H]1CC[C@@H]2O	1	-2	4	7	1	5	7	1	2	-1
CCOC(=O)C1CCN(c2ncnc3c(C)csc23)CC1	1	-7	8	1	-4	-3	5	-5	-1	-7
CC(C)c1ccc(C2CC(=O)N3CN(Cc4ccco4)CSC3=C2C#N)cc1 (stereo not given)	10	4	1	4	-4	-1	-15	31	-5	19
COc1ccc(S(=O)(=O)N2CCN(Cc3ccccc3)CC2)c(C)c1	-4	-1	4	1	-1	-3	-9	-5	-3	-1
CC(C)(C)c1nc(Sc2ccc([N+](=O)[O-])cn2)n[nH]1	-2	-1	4	8	0	1	6	0	-4	-2
COc1ccc(C2N(c3cccc(Cl)c3)C(=O)C3CCCN32)cc1 (stereo not given)	-27	-21	0	5	0	-2	-2	2	2	0
CCOc1cc(N2CCOCC2)c(OCC)cc1NC(=O)c1nn(CC)c(=O)c2ccccc12	5	12	1	-3	4	4	41*	4	2	-7
O=C(c1nc2ccc(Cl)cn2c1CN1CCCC(CO)C1)N1CCc2ccccc2C1 (stereo not given)	1	5	-4	-7	7	4	2	-3	-2	1
CN(C(=O)c1ccc(OC2CCN(CCc3ccccc3)CC2)cc1)C1CCOCC1	6	10	8	3	-3	0	0	-12	3	-1
Cc1cc(Cl)ccc1OC(C)C(=O)Nc1ccc([N+](=O)[O-])cn1 (stereo not given)	-4	6	-2	-1	4	-2	-16	1	4	3
Cc1ccc(C(=O)Nc2c(-c3cccs3)c(=O)c3ccccc3n2C)cc1	-1	4	-5	1	1	-4	-3	9	3	1
CC(C)Cn1c(CN2CCN(C(=O)c3ccco3)CC2)nc2c1c(=O)n(C)c(=O)n2C	-2	-6	-8	4	3	5	6	-6	0	0
CC1(c2ccccc2)NC(=O)N(CC(=O)N2CC(=O)Nc3ccccc32)C1=O (stereo not given)	3	-3	5	1	1	-4	-2	3	0	-3
COc1ccc(N(C(=O)COc2ccc(F)cc2)S(=O)(=O)c2ccc(C)cc2)cc1	-1	-2	-6	-5	0	5	-6	3	5	1
CCOc1ccc(S(=O)(=O)N2CCC(C(=O)NCC3CCCO3)CC2)cc1 (stereo not given)	4	2	1	5	2	3	1	-5	1	-4
COc1cc(NC(=O)N2c3ccccc3Sc3ccccc32)c(C(=O)O)cc1OC	0	-2	4	1	-1	5	11	1	-6	2
COc1ccc(CCNC(=O)CCc2nnc(Cc3ccc4c(c3)OCO4)o2)cc1	-1	-3	-1	7	2	-3	-3	-3	0	-4
CCCCOc1ccc(-c2nc(SCC(N)=O)n[nH]2)cc1	-3	-1	-1	11	1	-7	7	-1	2	-2
COc1cccc(OC)c1C(=O)OCC(=O)Nc1cccnc1Cl	-1	-4	2	-13	2	-2	-2	-2	0	-3
CCc1ccc(NC(=O)CSc2nc3cc(C(=O)OC)ccc3c(=O)n2CC2CCCO2)cc1 (stereo not given)	1	6	-1	0	0	-2	-5	3	-7	-2
O=C(N[C@@H](Cc1c[nH]c2ccccc12)C(=O)O)c1ccccc1Cl	-2	5	1	4	1	3	7	7	-2	-1
C=CCn1nc(C(=O)Nc2ccc(OC)cc2)cc1-c1sc(NC(=O)c2ccccc2)nc1C	-3	5	-26	2	1	-38	·	10	0	2
CSc1cccc(N2CC(C(=O)N(CC(C)C)c3c(N)n(Cc4ccccc4)c(=O)[nH]c3=O)CC2=O)c1 (stereo not given)	1	3	-2	-6	7	0	-5	7	3	3
COc1cccc(OC)c1C(=O)Nc1ccccc1Sc1ccccc1	-8	-8	0	4	2	10	·	-4	-1	-4
O=C(CNC(=O)c1ccc2ccccc2c1)NCc1ccccc1F	2	-3	-10	0	-4	1	-5	-1	1	0
CCN1C(=O)C(Cc2nc3ccccc3c(=O)n2-c2ccccc2)c2ccccc21 (stereo not given)	-32	-12	3	3	-2	-5	-9	-6	1	1
COc1ccc(-n2cnnc2SC(C)C(=O)Nc2cccc([N+](=O)[O-])c2)cc1 (stereo not given)	-3	1	-2	4	-1	8	-7	-2	-9	-1
CC(C)C[C@H](NC(=O)c1nc[nH]c1C(=O)NCC(=O)OCc1ccccc1)C(=O)OCc1ccccc1	0	4	-47	-3	9	-80	-25	6	-1	-2
CC(C)c1[nH]nc2c1C(c1cccc(OC(=O)N3CCOCC3)c1)C(C#N)=C(N)O2 (stereo not given)	-1	-4	5	-5	-5	-5	5	1	-5	0
Cc1ccc(NC(=O)CSc2nnc(C)c(=O)n2N)cc1	3	3	-1	0	15	-5	2	-2	-2	8
O=C(O)Cc1csc(-c2cccc(Oc3ccccc3)c2)n1	0&6	-7&-2	3&-2	1&8	3&-2	3&10	-11&-5	10&11	1&2	0&-3
COC(=O)C1(C)NC(c2ccc(O)cc2)C2C(=O)N(c3ccccc3)C(=O)C21 (stereo not given)	5	0	3	-7	-4	1	0	-1	-6	5
COc1cc(C(=O)N(C)C2CCCCC2)cc(OC)c1OC	2	1	3	-4	-1	4	3	-2	-10	-4
CCN(Cc1ccccc1)S(=O)(=O)c1ccc(OC)c2ncccc12	-2	0	-4	-7	1	-4	8	-6	-5	6
C/C(=N\NC(=O)C(O)c1ccccc1)c1ccc(C)s1 (stereo not given)	2	-1	6	-4	-3	-8	10	3	0	-2
O=C(OCc1ccccc1)N1CCC2CC1c1cc(Cl)ccc12 (stereo not given)	1	1	-3	3	4	3	-9	2	-3	-2
C=CCOc1ccc(/C=N/NC(=O)C(=O)Nc2ccccn2)cc1OC	2	0	-4	-8	6	-2	1	-4	2	2
N#CCCN(Cc1ccccc1)C(=O)Nc1ccc2c(c1)CCO2	3	2	10	-9	-2	6	0	-3	2	1

An excerpt from above in order of SMILES length, lowest first.
SMILES	NPR1 activator	NPR2 activator	SIAE inh	TCR-CD3 inh	UHRF1 binding	mABHD4 FP	HTRA1 inh	rCAG RNA binder	MBD2 inh	PRMT1 inh
O=C(O)Cc1csc(-c2cccc(Oc3ccccc3)c2)n1	0&6	-7&-2	3&-2	1&8	3&-2	3&10	-11&-5	10&11	1&2	0&-3
O=C(N[C@@H](Cc1c[nH]c2ccccc12)C(=O)O)c1ccccc1Cl	-2	5	1	4	1	3	7	7	-2	-1
CCN1C(=O)C(Cc2nc3ccccc3c(=O)n2-c2ccccc2)c2ccccc21 (stereo not given)	-32	-12	3	3	-2	-5	-9	-6	1	1

(list continues)
SMILES	NPR1 activator	NPR2 activator	SIAE inh	TCR-CD3 inh	UHRF1 binding	mABHD4 FP	HTRA1 inh	rCAG RNA binder	MBD2 inh	PRMT1 inh
COc1ccc(NC(=O)COC(=O)CNC(=O)c2cccs2)cc1Cl	0	-2	-1	10	-1	4	4	3	2	1
CSC1=NSC2=NC(=O)/C(=C\c3coc4ccccc4c3=O)C(=N)N12	3	1	-34	2	-7	-16	-14	-213	-1	31*
O=C(CSc1nc(-c2ccco2)cc(C(F)(F)F)n1)Nc1ccc2c(c1)OCO2	-12	-9	4	1	-4	-2	1	1	-2	2
CCOC(=O)CCCCNC(=O)Nc1ccccc1	-1	-7	-2	7	1	1	0	-1	1	-3
O=C(Nc1ccc(F)cc1)c1cccnc1	-1	-9	8	-6	0	-1	7	2	-6	-4
Cc1ccc(OCC(=O)NCCc2c[nH]c3ccccc23)cc1	-3	-2	8	-4	0	-4	-4	-1	3	-2
Nc1nonc1C(=O)NCCNCc1ccccc1OCc1ccc(F)cc1	-27	-18	-5	3	2	7	-10	-3	-3	-2
CC(C)CN1C(=O)CSCC1(C)C(=O)NCc1ccccc1 (stereo not given)	3	0	0	7	-1	-1	·	1	-6	3
CCN(CC(=O)Nc1ccc(NC(C)=O)cc1)Cc1c(O)ccc2cc(Br)ccc12	2	2	1	-1	-2	1	9	9	0	6
CN(C)S(=O)(=O)N1CCN(C(=O)N2CCOCC2)CC1	2	2	5	1	-1	1	5	-1	2	1
CCOP(=O)(OCC)c1nc(Cc2ccccc2)oc1NCc1ccccc1	0	1	-1	-5	1	1	-3	-10	-1	7
O=C(NNC(=S)NC(=O)c1ccco1)c1ccc(NC(=O)c2ccccc2)cc1	-2	-2	2	13	0	4	-19	26	7	-2
